Screening data from PubChem.
Jurkat NFkB inh: inhibitors of the PMA/ionomycin-induced NF-kB reporter in Jurkat cells; PMA/ionomycin-induced NF-kB luciferase reporter, luminescence; inhibition, % at 4 µM; 330,000 compounds, 0.53% hits; AID 435003; in the data active = inhibition above about 50%
tim10-1 inh: tim10-1 yeast growth inhibition. AID 463190. inhibition, % at 20 µM. 330,000 compounds, 2.2% hits. S. cerevisiae tim10-1 ts strain growth, BacTiter-Glo, 24 h;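 active = inhibition of at least 40%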;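 also: mutant grown at 25 °C; 0% = DMSO wells with yeast and 100% = wells holding no yeast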
697 NFkB inh: inhibitors of the PMA/ionomycin-induced NF-kB reporter in 697 B cells. 330,000 compounds, 0.33% hits. 697 B-cell NF-kB luciferase reporter, 16 h. inhibition, % at 4 µM; in the data active = inhibition above about 35%
UPR XBP1 act: activators of adaptive arm of unfolded protein response (XBP1) | CHO-XBP1 luciferase reporter, IRE1-XBP1 UPR activation, luminescence; percent of tunicamycin response, DMSO as zero | activation, % at 20 µM | 330,000 compounds, 0.33% hits | AID 463104;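 active = versus positive control, 20 µM dose yields 30% or more activation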;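 also: 100% = tunicamycin at 10 µg/mL and 0% = DMSO only wells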
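Assay system: CHO-XBP1 luciferase reporter cells; Schedule: 6 h treatment, 37 °C; Detection: glow luminescence from Steady-Glo reagent; Benchmarks: high control tunicamycin 10 µg/mL final, low control DMSO vehicle only.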
tim23-1 inh: growth inhibitors of tim23-1 mutant yeast; AID 463212; S. cerevisiae tim23-1 growth, BacTiter-Glo luminescence, 24 h; inhibition, % at 20 µM; 330,000 compounds, 1.3% hits;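 active = growth inhibition of the mutant yeast at or above 50%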;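 also: temperature-sensitive mutant grown at 25 °C; plate controls were DMSO-treated mutant yeast for no effect and medium wells lacking yeast for full effect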
TIM10 inh: TIM10 yeast growth inhibition; S. cerevisiae TIM10 strain growth, BacTiter-Glo luminescence, 24 h; inhibition, % at 10 µM; 330,000 compounds, 1.4% hits;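 active = inhibition of 40% or more at the single tested concentration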;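 also: wild-type TIM10 isogenic control strain grown at permissive 25 °C; 0% = DMSO yeast wells and 100% = minimal medium wells without yeast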
CHOP UPR activ: apoptotic UPR (CHOP) activation. activation, % at 10 µM. 330,000 compounds, 0.34% hits. CHO-CHOP luciferase reporter, luminescence; percent of tunicamycin response over DMSO baseline;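 active = at 10 µM dose, activation of 40% or more, normalized to positive control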;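 also: 100% = tunicamycin at 10 µg/mL and 0% = DMSO alone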
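Dosing – one dose, 10 µM in 0.5% DMSO · System – CHO-CHOP cells, stable luciferase reporter of PERK-eIF2a-CHOP signalling · Input – 500 cells/well · Control set – tunicamycin 10 µg/mL final as positive, DMSO-only wells as negative · Timing – 6 h compound treatment, 37 °C · Measure – % activation vs tunicamycin · Technique – luminescence read with Steady-Glo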
Mdm2-MdmX inh: disrupts the human Mdm2-MdmX interaction | SaOS-2 split-luciferase Mdm2/MdmX complementation, luminescence | inhibition, % at 8 µM | 330,000 compounds, 3% hits;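 active = inhibition of at least 50% at 8 µM in the primary screen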
Target sequence (O15151 whole entry, looked up): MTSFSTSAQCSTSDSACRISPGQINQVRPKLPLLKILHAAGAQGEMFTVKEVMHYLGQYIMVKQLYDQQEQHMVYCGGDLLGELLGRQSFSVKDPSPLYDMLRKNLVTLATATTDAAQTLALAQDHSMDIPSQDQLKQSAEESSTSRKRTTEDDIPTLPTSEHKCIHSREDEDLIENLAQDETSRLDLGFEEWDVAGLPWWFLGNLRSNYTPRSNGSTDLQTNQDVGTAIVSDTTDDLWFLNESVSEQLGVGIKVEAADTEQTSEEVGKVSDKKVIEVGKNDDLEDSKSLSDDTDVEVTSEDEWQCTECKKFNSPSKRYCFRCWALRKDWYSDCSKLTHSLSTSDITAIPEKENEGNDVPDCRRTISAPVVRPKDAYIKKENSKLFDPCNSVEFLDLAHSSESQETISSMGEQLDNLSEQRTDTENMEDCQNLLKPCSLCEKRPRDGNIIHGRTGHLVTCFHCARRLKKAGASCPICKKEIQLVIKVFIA
Target sequence (Q00987 whole entry, looked up): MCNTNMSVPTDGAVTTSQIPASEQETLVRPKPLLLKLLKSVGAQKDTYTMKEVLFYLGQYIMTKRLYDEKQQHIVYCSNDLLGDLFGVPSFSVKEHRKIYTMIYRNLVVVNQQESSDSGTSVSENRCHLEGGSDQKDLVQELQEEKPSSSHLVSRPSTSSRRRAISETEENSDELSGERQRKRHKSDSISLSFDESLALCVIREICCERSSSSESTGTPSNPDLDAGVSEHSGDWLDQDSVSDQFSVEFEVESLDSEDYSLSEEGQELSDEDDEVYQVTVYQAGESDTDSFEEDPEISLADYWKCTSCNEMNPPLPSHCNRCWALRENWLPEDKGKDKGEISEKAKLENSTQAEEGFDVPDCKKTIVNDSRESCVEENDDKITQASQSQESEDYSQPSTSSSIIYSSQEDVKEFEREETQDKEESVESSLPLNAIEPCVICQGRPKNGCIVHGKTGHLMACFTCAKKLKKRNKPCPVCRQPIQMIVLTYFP
* = called active by the depositor.

SMILES	Jurkat NFkB inh	tim10-1 inh	697 NFkB inh	UPR XBP1 act	tim23-1 inh	TIM10 inh	CHOP UPR activ	Mdm2-MdmX inh
O=C(Nc1ccccc1)N(C1=NCCC1)c1ccc(OC(F)F)cc1	-3	29	-4	-1	48	26	0.9	2
O=C(c1ccccc1)c1ccc(NCCCn2ccnc2)c([N+](=O)[O-])c1	-17	19	-37	0	1	-7	-1.4	19
COc1ccccc1C(=O)N1CCc2ccccc21	1	3	20	-2	6	3	-1.0	-1
O=S(=O)(/N=C(/Nc1cccc2ccccc12)c1ccccc1)c1ccc(Br)cc1	-9	14	12	-5	18	18	-0.6	6
CC(C)(C)c1nc(-c2ccccc2)nc2c1OCCC2	-6	9	-4	-3	12	4	0.5	4
Cn1c(=O)cc(SCC(=O)Nc2ccc3c(c2)OCO3)c2ccccc21	-20	8	-52	1	-1	8	0.1	-2
Cc1occc1C(=O)Nc1cccc(C(F)(F)F)c1	-7	29	-7	0	37	30	0.4	17
O=C(c1cnc2c(c1)COc1ccc(Cl)cc1-2)c1ccccc1O	0	6	-11	1	19	2	0.3	22
Cc1cc(C)c2cc(C#N)c(N3CCCC3)nc2c1	5	13	-16	1	21	17	-0.1	21
O=C(O)c1cc(N/N=C/c2ccc(N3CCOCC3)s2)ccc1Cl	-10	11	-29	-1	24	6	2.7	-8
CC(C)C(=O)Nc1cccc(C(=O)Nc2nccs2)c1	4	21	10	0	11	15	1.0	24
O=C(Nc1ccc(N2CCOCC2)nc1)c1ccc(F)cc1	-12	-1	10	1	3	4	3.6	-16
O=C(O)CC1(Cc2nc(-c3cccs3)no2)CCCC1	-16	4	-15	3	6	12	2.0	7
CC(=O)NS(=O)(=O)c1ccc(NC(=O)c2ccc(NC(=O)c3cccs3)cc2)cc1	0	-10	16	0	-4	-17	-2.8	17
Cc1ccnc(NC(=O)c2ccc(Cl)c([N+](=O)[O-])c2)c1	-3	18	-11	6	7	2	3.1	9
COC(=O)c1ccccc1NC(=O)C1CC(=O)N(c2ccccc2)C1 (centres undefined)	-3	15	13	0	9	-7	-1.4	10
O=C(Nc1ccc(NC(=S)NC(=O)C(c2ccccc2)c2ccccc2)cc1)c1ccccc1	17	-18	-60	-4	-13	-4	1.1	51*
Cc1ccc(C(=O)Nc2ccc(N3CCN(C)CC3)cc2)cc1	-91	-14	-86	-2	-5	-5	4.0	-44
CCN1CCN(C(=S)NCCOC)CC1	9	7	22	2	14	-16	-0.9	-18
CCO[C@@H]1OC(C(N)=O)=C[C@H](C2CCCCC2)[C@H]1CCCO	0	-12	-5	1	10	5	0.4	23
COc1ccccc1/C=C1/SC(=O)N(CCC(=O)Nc2ccc(S(=O)(=O)Nc3nccs3)cc2)C1=O	6	-1	-3	-3	-2	11	2.2	-20
Fc1ccccc1-c1nc(-c2ccc(-c3nn[nH]n3)cc2)no1	-27	0	-91	3	-3	0	2.9	-59
O=C(CN1C(=O)NC2(CCCC2)C1=O)OCc1ccccc1	20	-12	13	-2	-3	-6	1.6	-6
CS/C(=N\S(=O)(=O)c1cccs1)NC(=O)CSc1nc2ccccc2s1	-9	31	2	-4	28	10	-1.7	24
CCc1ccccc1NC(=S)NN	6	14	3	-2	9	-10	-1.0	7

More results follow.
SMILES	Jurkat NFkB inh	tim10-1 inh	697 NFkB inh	UPR XBP1 act	tim23-1 inh	TIM10 inh	CHOP UPR activ	Mdm2-MdmX inh
COc1cc(Br)cc(/C=N/NC(=O)Cc2ccccc2)c1O	5	3	15	-2	37	29	0.3	40
COc1ccc(N2CCN(C(=O)c3oc4ccccc4c3NC(=O)Cc3ccc(OC)c(OC)c3)CC2)cc1	8	15	-2	-4	6	13	0.1	25
Cc1cccc(C(=O)N[C@H](C(=O)Nc2ccc(C)c(S(=O)(=O)N3CCOCC3)c2)C(C)C)c1	19	10	-8	-7	18	8	-0.2	46
Cn1c(Br)nc2c1c(=O)n(Cc1ccccc1)c(=O)n2C	-11	-17	2	-4	-5	-7	1.1	4
COc1ccc(C(=O)NCC(=O)OCC(=O)NCc2ccco2)cc1	-6	9	14	0	9	2	0.1	-28
COc1cccc(-c2sc3ccccc3c2-c2ccc(OCCN3CCCC3)cc2)c1	4	4	12	25	17	-26	3.5	100*
CCOc1ccc(CN2CCN(CC3CC3)CC2CCO)cc1 (centres undefined)	3	9	-5	-6	9	-13	3.4	-14
Cc1c(Cl)cccc1NC(CC(=O)c1ccccc1)C(=O)O (centres undefined)	-39	16	-37	-3	16	-3	5.4	-22
O=C(OCC(=O)N1CCN(C(=O)c2ccco2)CC1)c1ccc(Cl)cc1	2	-29	16	-2	-12	-11	-1.4	7
CCOc1cc(C(=S)N2CCCCC2)ccc1OCC(=O)NCc1ccccc1	-8	13	-17	-1	16	-18	-1.9	-9
CCc1ccccc1N(CC(=O)N1CCN(c2ccccc2)CC1)S(C)(=O)=O	2	21	6	0	25	12	-0.1	15
CC(=O)Nc1cc(NC(C)=O)cc(C(=O)NC(C)(C)C)c1	-4	1	5	-1	0	-8	-0.3	-1
CC1CN(C(=O)C(c2ccccc2)c2ccccc2)CC(C)O1 (centres undefined)	-8	18	-38	-4	16	8	0.7	-16
CC1CCC(NC(=O)C(Cc2ccccc2)n2cccc2)CC1 (centres undefined)	3	8	16	-1	18	-2	-1.2	15
CCc1ccc(C(=O)COC(=O)CCc2nc3ccccc3c(=O)[nH]2)cc1	2	27	24	-1	18	21	1.8	19
CCn1c(SCC(=O)N2CCOCC2)nnc1C(C)NC(=O)c1ccccc1 (centres undefined)	-11	2	-11	-2	-3	-9	-0.6	1
COc1ccc(NS(=O)(=O)c2cc(NC(=O)C3CCCO3)ccc2N2CCCCC2)cc1 (centres undefined)	8	26	2	-3	31	18	-1.0	-1
Nc1nonc1C(=O)N/N=C/c1cc(Br)ccc1O	-8	-3	-76	4	52*	14	2.4	20
Clc1ccc(COc2ccccn2)cc1Cl	-5	-49	-13	-2	-4	-15	-3.3	12
C[C@H](CO)N1C[C@H](C)[C@@H](CN(C)C(=O)NC2CCCCC2)Oc2c(NC(=O)Nc3ccccc3)cccc2C1=O	-6	6	-4	-3	17	11	-0.2	-36
CC(C)Oc1ccc(C(=O)Nc2cccc3cccnc23)cc1	-11	-12	1	0	26	1	1.1	-18
COc1ccc(-c2sc(Nc3ccccc3)n[n+]2-c2ccc(F)cc2)c(C)c1C	-9	-20	-6	0	13	1	1.0	34
CCOC(=O)Cn1nc(C)c(NC(=O)COc2ccc(C)c(C)c2)c1C	-1	-5	2	-1	11	-8	-2.9	17
CCOC(=O)N1CCN(C(=O)c2cn(CC)c3ccc(S(=O)(=O)N(C)C4CCCCC4)cc3c2=O)CC1	14	-14	-2	-10	6	-1	0.4	0
CCOc1ccc(/C=C2/C(=O)N(c3ccc(OC)cc3)C(=S)N2CC(=O)OC)cc1OCC	-11	41*	-57	3	40	31	-1.0	7

The final six entries of the part before come first, to join the parts:
SMILES	Jurkat NFkB inh	tim10-1 inh	697 NFkB inh	UPR XBP1 act	tim23-1 inh	TIM10 inh	CHOP UPR activ	Mdm2-MdmX inh
C[C@H](CO)N1C[C@H](C)[C@@H](CN(C)C(=O)NC2CCCCC2)Oc2c(NC(=O)Nc3ccccc3)cccc2C1=O	-6	6	-4	-3	17	11	-0.2	-36
CC(C)Oc1ccc(C(=O)Nc2cccc3cccnc23)cc1	-11	-12	1	0	26	1	1.1	-18
COc1ccc(-c2sc(Nc3ccccc3)n[n+]2-c2ccc(F)cc2)c(C)c1C	-9	-20	-6	0	13	1	1.0	34
CCOC(=O)Cn1nc(C)c(NC(=O)COc2ccc(C)c(C)c2)c1C	-1	-5	2	-1	11	-8	-2.9	17
CCOC(=O)N1CCN(C(=O)c2cn(CC)c3ccc(S(=O)(=O)N(C)C4CCCCC4)cc3c2=O)CC1	14	-14	-2	-10	6	-1	0.4	0
CCOc1ccc(/C=C2/C(=O)N(c3ccc(OC)cc3)C(=S)N2CC(=O)OC)cc1OCC	-11	41*	-57	3	40	31	-1.0	7
COc1cc(NC(=S)NNC(=O)CC(C)C)c(OC)cc1Cl	7	8	12	1	10	6	-1.0	-20
O=C(Nc1cccc(S(=O)(=O)NC2=NCCC2)c1)c1cc(=O)[nH]c2ccccc12	-11	8	0	1	4	4	2.4	-10
O=C(O)c1cc(-c2ccccc2)n(-c2ccccc2)n1	-11	-12	-12	2	12	10	-0.4	24
CC(=O)N=c1sccn1CC(O)c1ccc(Br)cc1 (centres undefined)	0	6	-6	-3	16	16	0.3	-1
Cc1ccc(S(=O)(=O)/N=C2/NC(=O)/C(=C\c3cc(Br)cc(Br)c3O)S2)cc1	8	42*	3	-3	36	38	-0.5	36
Cc1ccc(C)c(NC(=O)C2CCCN(S(=O)(=O)c3c(C)noc3/C=C/N(C)C)C2)c1 (centres undefined)	-4	5	-11	-5	12	4	2.7	22
CCc1ccc(-c2cc3c(=O)n(CC(=O)NCCCN4CCC(Cc5ccccc5)CC4)nc(C)n3n2)cc1	23	53*	-35	0	36	-38	31	100*
CCOCc1c(C(=O)OCC(=O)Nc2ccccc2C(N)=O)oc2ccccc12	-5	-5	16	2	16	2	1.7	-9
CON1C(=O)C(=O)N(OC)C(C)(C)C1C (centres undefined)	-15	27	-33	-3	19	4	-1.5	7
COc1cc(C(=O)OCCc2cc3ccccc3c(=O)o2)cc(OC)c1OC	58*	12	-73	0	24	-13	-0.3	48
NS(=O)(=O)c1ccc(NS(=O)(=O)c2ccc(NC(=O)C3CC3)cc2)cc1	5	-20	-1	-5	-1	-8	-0.6	7
CN(CC1CCOCC1)C(=O)CC1C(=O)NCCN1Cc1cccc(F)c1 (centres undefined)	-1	9	11	-2	-9	-7	-0.1	14
N#Cc1ccccc1NC(=O)COC(=O)c1c[nH]c2ccccc12	17	-1	21	2	-7	0	1.0	-7
CC(C)CCC(O)(c1ccccc1)C(CN1CCOCC1)c1ccccc1 (centres undefined)	1	20	-4	-4	42	15	-1.7	28
CCOC(=O)c1nn(-c2ccc3c(c2)OCO3)cc1O	-9	-1	13	-1	-18	6	-1.7	-40
CC12CCC(C(=Nc3ccc(N=C4C(=O)C5(C)CCC4C5(C)C)cc3)C1=O)C2(C)C	-12	3	3	-1	1	-8	1.4	-2
COc1ccc(/C=C/C(=O)OCC(=O)Nc2ccc(Cl)cc2F)cc1S(=O)(=O)N1CCOCC1	3	4	1	-1	-14	3	0.4	2
COc1cc(C2OC(=O)c3ccccc3S2)cc(OC)c1OC (centres undefined)	2	-1	7	1	-7	0	-0.1	14
CC(C)CC(=O)Nc1nnc(SCC(=O)Nc2nccs2)s1	12	-1	3	1	-7	-22	1.2	15
COc1ccc(N(CCC(=O)O)S(=O)(=O)c2ccc(C)cc2C)cc1	6	-1	21	1	10	-7	-0.2	-10
NS(=O)(=O)c1ccc(NC(=S)NC(=O)c2ccc(Br)o2)cc1	-11	-3	-3	5	-6	-16	0.0	-11
N#Cc1ccccc1NC(=O)CC1c2ccccc2Oc2ccccc21	12	8	7	2	11	8	1.2	11
Cc1ccc(S(=O)(=O)Nc2ccc(S(=O)(=O)N3CCOCC3)cc2)cc1[N+](=O)[O-]	0	2	15	2	-6	11	0.8	11
CCOCCCn1c(=NC(=O)c2cccnc2)c(C(=O)OCC)cc2c(=O)n3ccccc3nc21	-25	27	11	0	27	10	-1.5	-20
Nc1cc(N)nc(SCC(=O)NC2CCCCCCC2)n1	8	3	3	2	-1	-4	0.5	12
O=C(CSc1ncn[nH]1)Nc1ccc2c(c1)CCC2	-15	7	-4	-1	5	3	7.0	-9
Cc1ccccc1SCC(=O)Nc1cc(S(=O)(=O)N2CCOCC2)ccc1N1CCOCC1	1	24	-20	1	12	9	0.3	-15
CCCCn1c(CNC(=O)Cc2ccccc2)nc2ccccc21	10	18	-15	-2	3	12	-0.8	0
O=C(CSc1nnc(COc2ccccc2)o1)Nc1ccc(F)cc1	9	-7	22	-4	-4	6	1.7	12
